# Bioassay records from PubChem.
# HDAC3 inh: inhibitors of human histone deacetylase 3 | O15379 | recombinant HDAC3, fluorogenic peptide/trypsin coupled, fluorescence | inhibition, % at 8.3 µM | 320,000 compounds, 0.15% hits; in the data active = inhibition above about 26%, passing the limit was not always enough; inconclusive = no clear call, values can overlap the other calls
# Target sequence (O15379 whole entry, looked up): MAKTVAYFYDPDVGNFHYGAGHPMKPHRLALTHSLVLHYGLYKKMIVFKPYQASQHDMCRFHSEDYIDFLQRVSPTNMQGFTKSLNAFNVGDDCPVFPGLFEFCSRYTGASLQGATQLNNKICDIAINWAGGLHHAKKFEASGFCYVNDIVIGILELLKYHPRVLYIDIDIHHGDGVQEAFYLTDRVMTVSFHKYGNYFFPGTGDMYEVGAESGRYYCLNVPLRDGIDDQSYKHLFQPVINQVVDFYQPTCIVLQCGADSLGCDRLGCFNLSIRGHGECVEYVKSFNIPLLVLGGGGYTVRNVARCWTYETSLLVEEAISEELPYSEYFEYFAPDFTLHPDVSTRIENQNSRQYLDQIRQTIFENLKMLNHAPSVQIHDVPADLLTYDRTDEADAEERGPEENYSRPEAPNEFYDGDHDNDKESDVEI
# hERG protect: compounds protecting human hERG from proarrhythmic drug block. Q12809. CHO-hERG, FluxOR thallium flux, dofetilide IC70 present. activation (rescue from dofetilide block), less the hit threshold, % at 10 µM. 310,000 compounds, 0.51% hits. AID 1511;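 active = activation above the mean of controls blocked by dofetilide plus 5 SD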;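 also: thallium influx through hERG after potassium depolarization seen as dye fluorescence rise; in these data hits start at about 4.7%; inactives centre near -7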
# TMEM16A inh: mouse TMEM16A channel inhibition, primary screen; Q8BHY3; HEK293 TMEM16A/YFP iodide influx fluorescence, ionomycin; normalized B-score (activity score, 25-100; higher = stronger inhibition) at 10 µM; 310,000 compounds, 1.2% hits; AID 588511;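 active = ratio plate-corrected score three or more library SD toward inhibition, starting fluorescence score within five deviations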;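 also: score derived from kinetic fluorescence span divided by baseline fluorescence per well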
# RGS4 block: human RGS4 inhibition; B-score at 10 µM; P49798; AID 463165; HEK293 M3R/RGS4 inducible, Fluo-4 calcium flux; hits give high values; triggered by carbachol at its EC20; 310,000 compounds, 0.45% hits;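 active = B-score, a plate-corrected calcium signal, over three deviations above library mean, with baseline fluorescence within five deviations of library mean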;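 also: RGS4 expression induced by doxycycline in cells with stable M3 receptor; B-score is computed from the integrated fluorescence ratio over baseline after carbachol; higher B-score means a larger calcium signal and so more RGS4 inhibition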
# Target sequence (P49798 whole entry, looked up): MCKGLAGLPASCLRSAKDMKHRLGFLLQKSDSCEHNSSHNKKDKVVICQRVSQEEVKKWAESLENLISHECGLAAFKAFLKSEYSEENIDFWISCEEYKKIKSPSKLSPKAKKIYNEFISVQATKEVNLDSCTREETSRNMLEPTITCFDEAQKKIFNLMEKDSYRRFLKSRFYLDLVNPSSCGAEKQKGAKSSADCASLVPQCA
# KCNK3 inh: human KCNK3 channel inhibition, primary screen; CHO-KCNK3 thallium flux, FluxOR fluorescence; hits give low values; B-score at 10 µM; 340,000 compounds, 0.84% hits; AID 602410;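 active = B-score under library mean minus 4 SD, starting fluorescence ratio at most library mean plus 5 SD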;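 also: more negative B-score means stronger inhibition of thallium flux through KCNK3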
# Target sequence (O14649 whole entry, looked up): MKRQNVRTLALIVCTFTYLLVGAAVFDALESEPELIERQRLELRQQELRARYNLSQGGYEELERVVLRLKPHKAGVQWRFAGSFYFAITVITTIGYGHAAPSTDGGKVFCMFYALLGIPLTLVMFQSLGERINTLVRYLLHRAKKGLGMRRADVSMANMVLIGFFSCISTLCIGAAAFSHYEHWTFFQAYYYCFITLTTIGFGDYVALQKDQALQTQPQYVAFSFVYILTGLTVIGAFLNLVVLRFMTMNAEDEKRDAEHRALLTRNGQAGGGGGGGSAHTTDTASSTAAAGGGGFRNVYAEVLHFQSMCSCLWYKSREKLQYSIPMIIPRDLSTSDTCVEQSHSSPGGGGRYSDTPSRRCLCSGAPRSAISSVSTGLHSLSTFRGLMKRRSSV
# ANO1 activ: activators or potentiators of mouse TMEM16A chloride channel | HEK293 TMEM16A/YFP-H148Q/I152L, iodide quench fluorescence; hits give low values | AID 623877 | B-score at 10 µM | Q8BHY3 | 340,000 compounds, 0.3% hits;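 active = fluorescence-ratio B-score plate-corrected deviation score at least 3 library SD below zero, with starting fluorescence score within 5 deviations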;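 also: channel opened by trigger with iodide after compound preincubation; score built on the fluorescence ratio of max minus min over baseline; more negative score means more quench and so TMEM16A activation or potentiation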
# KCNQ1 pot: human KCNQ1 channel potentiation or activation; B-score at 10 µM; AID 2648; CHO-K1 KCNQ1, thallium flux FluxOR fluorescence; hits give high values; 310,000 compounds, 0.35% hits; P51787;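 active = fluorescence ratio B-score, a plate-corrected score, at least three library SD, with initial intensity B-score within 5 SD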
#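 Medium – assay buffer, equal DMSO in all wells · Material – CHO-K1 cell line with stable KCNQ1 potassium channel expression · Signal – kinetic FluxOR thallium fluorescence, 10-s 1-Hz baseline, 110-s post-stimulus read · Compound – single concentration per compound, DMSO matched to controls · Schedule – 37 °C overnight plating, 90-min dark dye load, 20-min compound pretreatment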
# KCNK9 block: blocks the human KCNK9 two-pore domain potassium channel; Q9NPC2; HEK293 KCNK9, FluxOR thallium flux fluorescence; hits give low values; B-score at 10 µM; 310,000 compounds, 1.2% hits;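 active = ratio B-score over 3 SD below the library mean, with starting fluorescence within 5 SD of its mean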;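 also: negative B-score means less thallium flux so channel inhibition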
# SKKanGAS inh: blocks kanamycin growth of S. pyogenes SKKanGAS strain | BacTiter-Glo, 6 h | inhibition, % at 7.5 µM | 300,000 compounds, 1.3% hits | AID 1662;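 active = mean replicate score, as percent of positive control median, at least 50; inconclusive = mean below 50 but one replicate at or above 50; inactive = mean and every replicate below 50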;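 also: strain carries kanamycin resistance gene driven by streptokinase promoter and grows in 40 µg/ml kanamycin; loss of luminescence reflects streptokinase promoter inhibition or plain growth inhibition; 0% = median of DMSO wells and 100% = positive control at its reference dose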
# KCNQ1 inh: blocks the human KCNQ1 potassium channel | CHO-K1 KCNQ1, FluxOR thallium flux fluorescence; hits give high values | 310,000 compounds, 1.3% hits | B-score at 10 µM | P51787;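 active = compounds whose thallium flux B-score, printed positive for inhibition, exceeds three library SD while starting fluorescence stays within three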;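 also: channel opened by potassium depolarization with thallium stimulus after 20 min compound exposure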
# RGS4 act: RGS4 potentiation or activation. HEK293 M3R/inducible RGS4, carbachol calcium flux Fluo4; hits give low values. B-score at 10 µM. 310,000 compounds, 0.92% hits. AID 463111;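 active = B-score of the integrated calcium signal more than 4 SD below the library mean, with starting fluorescence not abnormally high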;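 also: negative B-score means reduced calcium response which marks RGS4 activation or potentiation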
#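 Test system: HEK293 cells with stable M3R and inducible RGS4; also added: carbachol at ECmax as muscarinic agonist stimulus; schedule: dye loading 30 min 37 °C, buffer rest 30 min RT; technique: kinetic calcium fluorescence imaging with Fluo4-AM dye, 2 µM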
# * marks the source's active call; other numbers are inactive results; i = inactive; ? = inconclusive; · = no result given. Outcome played no part in choosing rows; overall some 6.3% were active at least once.
SMILES,HDAC3 inh,hERG protect,TMEM16A inh,RGS4 block,KCNK3 inh,ANO1 activ,KCNQ1 pot,KCNK9 block,SKKanGAS inh,KCNQ1 inh,RGS4 act
CC(C)(C)CC(C)(C)NC(=O)Nc1cccc([N+](=O)[O-])c1,13,-19,i,i,i,i,i,i,17,i,i
O=C(COC(=O)c1cc([N+](=O)[O-])ccc1N1CCOCC1)Nc1c(Cl)cccc1Cl,-3,-13,i,i,i,i,i,i,-7,i,i
Cc1cccc(NC(=O)c2cc(=O)c3ccccc3o2)c1,-2,2,i,i,i,i,i,i,-2,i,i
COc1ccccc1CNC(=O)CSc1ccsc1[N+](=O)[O-],14,-5,i,i,i,i,i,i,-13,i,i
COc1ccc(C(=O)NCCNC(C)=O)cc1S(=O)(=O)NCc1ccc(Cl)cc1,5,-12,i,i,i,i,i,i,-7,i,i
O=C(COC(=O)CSc1ccc2ccccc2c1)Nc1ccccc1OC(F)F,7,-2,i,i,i,i,i,i,5,i,i
CNC(=O)N(O)C1N(C)C(=O)N(CC(=O)OC)C1(C)C (stereo not given),-5,-14,i,i,i,i,i,i,3,i,i
CC(C)CC(=O)Nc1nnc(SCC(=O)NCc2ccc3c(c2)OCO3)s1,2,-23,i,i,i,i,i,i,-3,i,i
CSCCC(NC(=O)c1cccc(S(=O)(=O)N2CCOCC2)c1)C(=O)Nc1ccc(F)cc1 (stereo not given),-1,-5,i,i,i,i,i,i,3,i,i
CCC(=O)Nc1ccc(NC(=O)c2cccc(OC)c2)nc1,5,-5,i,i,i,i,i,i,-3,i,i
CCOC(=O)C1CCCN(Cc2nc3ccc([N+](=O)[O-])cc3c(=O)n2-c2ccc(OC)cc2OC)C1 (stereo not given),0,-14,i,i,i,i,i,i,1,i,i
Cc1ccccc1NS(=O)(=O)c1ccc2c3c(cccc13)C(=O)N2C,-8,-9,i,i,i,i,i,i,15,i,i
CC(C)c1ccc(/C=N/NC(=O)c2ccccn2)cc1,3,-7,i,i,i,i,i,i,48,i,i
CCOc1ccccc1NS(=O)(=O)c1ccc2c(c1)NC(=O)CCS2,1,-7,i,i,i,i,i,i,4,i,i
O=C(NCC1CCCO1)/C(=C\c1ccccc1F)NC(=O)c1ccccc1 (stereo not given),10,-6,i,i,i,i,i,i,-4,i,i
Cc1cc(C)cc(NC(=O)CSc2nccn2Cc2ccco2)c1,·,-9,i,i,i,i,i,i,0,i,i
O=c1c2ccccc2[nH]c(=S)n1CCCN1CCOCC1,?,-5,i,i,i,i,i,i,-1,i,i
O=C(NNC(=O)c1cc(Cl)nc2ccccc12)c1ccccc1F,·,-16,i,i,i,i,i,i,5,i,i
CCCC(=O)Nc1ccc(NC(=O)c2cccs2)cn1,-2,-6,i,i,i,i,i,i,4,i,i
COc1ccc(-c2cc3ccccc3n2CC(O)Cn2nc(C)cc2C)cc1 (stereo not given),-6,-11,i,i,i,i,i,i,9,i,i

# Two entries picked at random from the list so far, as already listed:
SMILES,HDAC3 inh,hERG protect,TMEM16A inh,RGS4 block,KCNK3 inh,ANO1 activ,KCNQ1 pot,KCNK9 block,SKKanGAS inh,KCNQ1 inh,RGS4 act
O=C(NCC1CCCO1)/C(=C\c1ccccc1F)NC(=O)c1ccccc1 (stereo not given),10,-6,i,i,i,i,i,i,-4,i,i
O=c1c2ccccc2[nH]c(=S)n1CCCN1CCOCC1,?,-5,i,i,i,i,i,i,-1,i,i

# Next section:
SMILES,HDAC3 inh,hERG protect,TMEM16A inh,RGS4 block,KCNK3 inh,ANO1 activ,KCNQ1 pot,KCNK9 block,SKKanGAS inh,KCNQ1 inh,RGS4 act
O=C(/C=C\NCC(=O)c1ccccc1)c1ccc2ccccc2c1,-5,-8,i,6.5*,i,i,i,i,6,i,i
COc1cccc(C2C(C#N)=C(C)NC3=C2C(=O)CC(C)(C)C3)c1 (stereo not given),-25,-7,i,i,i,i,i,i,-1,i,i
O=C(N/N=C/c1ccco1)c1ccc2nc[nH]c2c1,7,-7,i,i,i,i,i,i,3,i,i
N#CCC(=O)Nc1ncn(Cc2ccccc2Cl)n1,-1,-6,i,i,i,i,i,i,5,i,i
CCN1CCN(S(=O)(=O)c2ccc(Cl)c(C(=O)Nc3ccccc3N3CCCCC3)c2)CC1,-5,-16,i,i,i,i,i,i,-3,i,i
Cc1ccc(NC(=O)CS(=O)CC(=O)N2CCN(c3ccccc3)CC2)cc1 (stereo not given),6,-5,i,i,i,i,i,i,-2,i,i
COc1ccc(C(=O)NCCc2c[nH]c3ccc(OC)cc23)cc1,-2,-11,i,i,i,i,i,i,2,i,i
NC(=O)CC(CC(=O)OCc1ccccc1)c1ccccc1 (stereo not given),-4,-6,i,i,i,i,i,i,-2,i,i
COc1ccc(Cl)cc1NS(=O)(=O)N1CCOCC1,-1,-8,i,i,i,i,i,i,2,i,i
Cc1cccc(S(=O)(=O)Nc2cccc(-c3cn4ccsc4n3)c2)c1,1,-4,i,i,i,i,i,i,19,i,i
CCOC(=O)C(CCc1nnc(N)s1)C(=O)OCC,-6,-7,i,i,i,i,i,i,8,i,i
Cc1ccc(CSCC(=O)Nc2ccc(N3CCOCC3)cc2N2CCOCC2)cc1,-6,-8,i,i,i,i,i,i,-9,i,i
O=C1CCCC/C1=C\Nc1ccc(C(=O)O)c(O)c1,3,-13,i,i,i,i,i,i,5,i,i
COc1ccc(CCNC(=O)Cn2cccc2C(=O)c2ccccc2)cc1OC,2,-5,i,i,i,i,i,i,-1,i,i
O=c1cc(-c2ccc(O)cc2)oc2ccccc12,-3,-5,i,i,i,i,i,i,-6,i,i
OCC[C@@H]1C[C@H](O)[C@@H](O)[C@]2(CCc3ccccc3CO2)O1,2,-9,i,i,i,i,i,i,6,i,i
Cc1nnc(SCc2nc3ccccc3[nH]2)s1,-2,-9,i,i,i,i,i,i,0,i,i
CC(=O)N1CCc2cc(Br)cc(S(=O)(=O)N3CCN(C(=O)c4ccco4)CC3)c21,-9,-13,i,i,i,i,i,i,8,i,i
CC1CCC(N2CCN(S(=O)(=O)Cc3ccccc3)CC2)CC1 (stereo not given),-1,-8,i,i,i,i,i,i,-3,i,i
C=C(C)Cn1c(N2CCN(CC)CC2)nc2c1c(=O)[nH]c(=O)n2C,3,-4,i,i,i,i,i,i,-3,i,i
O=C(COc1ccc(Cl)cc1Cl)N1CCN(c2ccccn2)CC1,-3,-18,i,i,i,i,i,i,13,i,i
CCOc1ccc(CCNC(=O)C2CCCN2C(=O)OCc2ccccc2)cc1OCC (stereo not given),-2,-15,i,i,i,i,i,i,-2,i,i
COc1ccc(C(=O)CSc2nc(C(C)(C)C)nc3ccccc23)cc1,10,-4,i,i,i,i,i,-10*,48,i,i
COc1ccc(CNn2c(-c3cccs3)nc3ccccc3c2=O)cc1OC,2,-17,i,i,-9.3*,i,i,i,27,i,i
COC(=O)[C@]1(C)CCC[C@@]2(C)C3CC[C@@]4(C)C[C@]3(CC[C@H]12)C[C@H]4O (stereo not given in full),-2,-4,i,i,i,i,i,i,13,i,i
CN(Cc1ccccc1)S(=O)(=O)c1cccc2nsnc12,2,-7,i,i,i,i,i,i,-7,i,i
O=C(NC1CCCCC1)NC1CC2CCC(C1)N2C(=O)NCc1ccccc1 (stereo not given),-1,-12,i,i,·,·,i,i,2,i,i
C#CCN(C(=O)c1ccc(OC2CCN(Cc3ccccn3)CC2)cc1)C1CCCCC1,-2,-9,i,i,i,i,i,i,-4,i,i
CC1CC(C)(C)CC2(C1)NC(=O)N(CC(=O)NCc1ccccc1F)C2=O (stereo not given),0,-16,i,i,i,i,i,i,19,i,i
Cc1ccccc1C(=O)N1CCC(C(=O)Nc2nc3ccc(F)cc3s2)CC1,·,-25,25*,i,i,i,i,i,-1,i,i
COc1ccc(CCNS(=O)(=O)c2ccc3c(c2)CCN3C(=O)CCC(=O)O)cc1OC,2,-13,i,i,i,i,i,i,-1,i,i
CC(OC(=O)CCN=C1NS(=O)(=O)c2ccccc21)C(=O)Nc1ccc(N(C)C)cc1 (stereo not given),0,-1,i,i,i,i,i,i,1,i,i
OC(COCc1ccccc1)CN1CCN(c2ccccc2F)CC1 (stereo not given),2,-7,i,i,i,i,i,i,3,i,i
COc1ccc(CNC(=O)CCC(=O)N2CCN(S(=O)(=O)c3ccc(Cl)cc3)CC2)cc1,-3,-13,i,i,i,i,i,i,-12,i,i
COCC(=O)Nc1ccccc1-c1ccccc1,-3,-6,i,i,i,i,i,i,-6,i,i
Cc1cc(C)c(C(=O)N2CCCC(Nc3ccc(F)cc3)C2)o1 (stereo not given),2,-12,i,i,i,i,i,i,-1,i,i
COc1ccc(OC)c(-c2cc(C(F)(F)F)c3c(n2)sc2c(O)cc(=O)[nH]c23)c1,-2,-9,i,i,i,i,i,i,81*,i,i
Nc1c(-c2ccccc2)n[nH]c1-c1ccccc1,-9,-8,i,i,i,i,i,i,21,i,i
CN(Cc1ccccc1)c1ccc(C(CC(N)=O)NC(=O)c2ccc(Br)cc2)cc1[N+](=O)[O-] (stereo not given),1,-14,25*,i,i,i,i,i,41,i,i
Cc1cc(NC(=O)CSc2nccn2C)n(-c2ccccc2)n1,-1,-4,i,i,i,i,i,i,-1,i,i
CC(C)C1CC(CCN2CCCCC2)(c2ccccc2)CCO1 (stereo not given),6,-20,i,i,i,i,i,i,-3,i,i
CCN(Cc1ccncc1)Cc1cn[nH]c1-c1cc(OC)c(OC)c(OC)c1,2,-14,i,i,i,i,i,i,-5,i,i
CCN1CCN(Cc2ccccc2NC(=O)Nc2ccc(C)cc2)CC1,-6,-5,i,i,i,i,i,i,-2,i,i
Cc1cc(N(C)C)c(C#N)c(N2CCOCC2)n1,-2,0,i,i,i,i,i,i,-4,i,i
COc1ccc(N(CC(=O)Nc2ccccc2C(=O)NCc2ccco2)S(C)(=O)=O)cc1,1,-11,i,i,i,i,i,i,0,i,i
COc1ccc(NC(=O)c2ccc(Oc3ncccn3)cc2)cc1,1,-11,i,i,i,i,i,i,1,i,i
CCCCC(CC)C1OCC(C[N+]2(C)CCOCC2)O1 (stereo not given),1,-5,i,i,i,i,i,i,-3,i,i
COc1cccc(NC(=O)c2ccccc2SC)c1,·,-14,i,i,i,i,i,i,-4,i,i
CCN(CC(=O)Nc1c(F)cccc1F)C(=O)CN1C(=O)c2ccccc2C1=O,-1,-12,i,i,i,i,i,i,2,i,i
